# KB-V1 MDR tox – KB-V1 MDR subline cytotoxicity. KB-V1 MDR cells viability, CellTiter-Glo, 72 h. Potency, µM (titrated, usually from 46.1 µM), for the others: at the highest dose activity change, negative = cytotoxicity, actives largely listed as cytotoxic. actives 3.4% (n = 400,000). AID 1347076; also: potency is read from the fitted curve at half-maximal effect; % is scaled to controls: 0 for no effect and ±100 for the full control effect; nearly all actives have a fitted effect of over 60% in size
#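 Luminescent ATP read-out (CellTiter-Glo, 10 min) measures survival of drug-selected KB-V1 MDR cells after 72 h, 37 degrees C compound exposure. Medium: phenol-red-free DMEM, 10% FBS. Values from fitted concentration-response curves.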
# GLP1R inv ag – GLP-1 receptor (human) inverse agonism | Potency, µM (titrated, usually from 38.3 µM), for the others: at the highest dose activity change, negative = inhibition, usual class: inhibitors | P43220 | AID 624417 | actives 1.6% (n = 410,000) | HEK293 GLP-1R CRE-luciferase, luminescence, 24 h; GLP-1R form is constitutively active; also: potency is read from the fitted curve at half-maximal effect; % is scaled to controls: 0 for no effect and ±100 for the full control effect; nearly all actives have a fitted effect of over 55% in size
# Target sequence (P43220 whole entry, looked up): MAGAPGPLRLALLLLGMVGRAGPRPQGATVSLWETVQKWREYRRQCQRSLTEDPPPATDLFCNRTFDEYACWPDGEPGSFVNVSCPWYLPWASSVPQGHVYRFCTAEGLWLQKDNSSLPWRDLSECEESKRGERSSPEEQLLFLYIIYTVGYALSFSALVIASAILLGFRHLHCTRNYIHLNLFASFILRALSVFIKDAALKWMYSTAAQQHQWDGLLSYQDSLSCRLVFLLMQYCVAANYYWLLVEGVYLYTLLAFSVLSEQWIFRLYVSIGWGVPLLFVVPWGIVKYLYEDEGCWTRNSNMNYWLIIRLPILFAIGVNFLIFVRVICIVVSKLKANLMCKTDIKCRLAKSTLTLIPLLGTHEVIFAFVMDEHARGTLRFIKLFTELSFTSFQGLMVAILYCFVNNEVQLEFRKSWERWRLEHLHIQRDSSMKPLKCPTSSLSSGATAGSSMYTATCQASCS
#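 qHTS in 1536-well format: reporter HEK293 cells expressing constitutive GLP-1R activity in DMEM + 10% Nu serum, 24 hr with compounds at 37 deg C, luminescence read after 12 min with detection reagent.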
# GLP-1R agonist – agonists of human GLP-1 receptor; P43220; HEK293 GLP-1R CRE-luciferase, luminescence, 4-6 h; cells express a hypersensitive GLP-1R form; Potency, µM (highest dose often 45.6 µM), for the others: at the highest dose activation, most hits filed as activators; actives 0.007% (n = 380,000); AID 624172; also: potency is read from the fitted curve at half-maximal effect; % of control where 0% means no effect
# TDP-43 yeast inh – inhibitors of TDP-43 toxicity in yeast; Potency, µM (highest dose often 46.1 µM), for inactives: top-dose growth rescue (activation), usual class: activators; actives 1.8% (n = 410,000); AID 652104; TDP-43 expressing yeast growth rescue, BacTiter-Glo, 24 h; also: potency is read from the fitted curve at half-maximal effect; % of control where 0% means no effect; nearly all actives have a fitted effect of over 50% in size
#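 In this qHTS, compounds that restore growth of yeast expressing TDP-43 appear as activators. Cells (OD600=0.02, galactose medium, raffinose-pregrown) are incubated with compound 24 hr at 30 deg C and growth is quantified by BacTiter-Glo.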
# D3 ag – agonists of human D3 dopamine receptor; P35462; actives 0.58% (n = 410,000); D3R DiscoveRx beta-arrestin cells, luminescence, 90 min; max activation, %; AID 652048; in the data active = max activation above about 30%; also: 0% is about no effect; mostly tested at two doses, the higher about 12 µM
# Target sequence (P35462 whole entry, looked up): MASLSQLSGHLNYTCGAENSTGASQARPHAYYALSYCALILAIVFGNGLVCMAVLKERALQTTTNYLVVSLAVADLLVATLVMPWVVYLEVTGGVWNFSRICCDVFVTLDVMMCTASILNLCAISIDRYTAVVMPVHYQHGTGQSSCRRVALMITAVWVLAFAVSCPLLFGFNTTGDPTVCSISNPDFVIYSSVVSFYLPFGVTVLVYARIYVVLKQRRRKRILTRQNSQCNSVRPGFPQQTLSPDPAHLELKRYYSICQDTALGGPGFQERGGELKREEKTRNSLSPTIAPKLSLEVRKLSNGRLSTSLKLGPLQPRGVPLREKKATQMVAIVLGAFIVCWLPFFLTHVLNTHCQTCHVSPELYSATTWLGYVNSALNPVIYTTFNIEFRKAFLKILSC
#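 Agonist mode: compounds and dopamine controls were applied to plated cells for 90 min at 37 degrees C after an overnight attachment at 1500 cells/well. Luminescent read-out followed 30 - 60 minutes at room temperature with DiscoveRx detection reagent.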
# PTHR1 ag – activates the human parathyroid hormone receptor PTHR1; Q03431; HEK293 GP2 PTHR1 cells, GloSensor cAMP luminescence, 1 h; Potency, µM (doses to about 115 µM), for inactives: top-dose activation, most hits filed as activators; actives 0.075% (n = 410,000); AID 743266; also: potency is read from the fitted curve at half-maximal effect; nearly all actives have a fitted effect of over 55% in size; some results filed as inactive show a strong effect at the top dose; inactives centre near -15; many of its hits are not listed in these tables
#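 HEK-293-derived GP2 cells expressing PTHR1 and a GloSensor cAMP reporter, 3,000/well, plated overnight, given luciferin plus IBMX (each 0.5 mM as added) for 1 h at 37 °C, then compound for 1 h at 37 °C. Luminescence was read after 15 min at room temperature.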
# aSyn rescue – rescues yeast growth from alpha-synuclein toxicity | Yeast expressing alpha-synuclein, growth rescue, BacTiter-Glo, 24 h | Potency, µM (top dose mostly 46.1 µM), for the others: at the highest dose growth rescue (activation), usual class: activators | actives 0.14% (n = 370,000) | AID 652106; also: potency is read from the fitted curve at half-maximal effect; % of control where 0% means no effect; nearly all actives have a fitted effect of over 65% in size
#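 Screening used galactose-induced yeast with toxic alpha-synuclein levels, exposed to compound for 24 hr at 30 deg C. Cell growth, read with BacTiter-Glo luminescence, gave the measured signal.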
# GLP1R cytotox – cytotoxicity in counter-screen for GLP-1R inverse agonists; Potency, µM (top dose mostly 38.3 µM), for the others: top-dose activity change, negative = inhibition, usual class: inhibitors; HEK293 cAMP-luciferase reporter cells, luminescence, 24 h; actives 0.13% (n = 410,000); AID 624418;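 also: loss of luciferase light is scored as toxicity; potency is read from the fitted curve at half-maximal effect; % is scaled to controls: 0 for no effect and ±100 for the full control effect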
#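 Seeding density was 200 cells/uL; after overnight-length (12 h) culture, 23 nL compounds went on for 24 h at 37 °C. Readout used a luciferase detection reagent, luminescence taken after 12 min at room temperature.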
# D3 antag – antagonists of human D3 dopamine receptor; D3R cells, DiscoveRx beta-arrestin luminescence, antagonist mode; stronger effect = lower value; P35462; max response, negative = inhibition, %; actives 2.5% (n = 360,000); in the data active = max response below about -50%; inconclusive = no clear call, values can overlap the other calls; also: % is scaled to controls: 0 for no effect and ±100 for the full control effect; mostly tested at two doses, the higher about 12 µM
#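 Cells expressing the human receptor were seeded at 1500 cells/well, incubated overnight at 37 degrees C in 5% CO2, then exposed to library compounds with dopamine controls for 90 minutes at 37 degrees C before luminescent detection.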
# An asterisk follows results filed as active; i = inactive; ? = inconclusive; . = no result given; [ ] = dose if it differs, or a comment. Unless noted, calls follow the shape of the dose curve; as a rule, active = well fitted curve in the direction sought with a large enough effect; inconclusive = small, poorly fitted or top-dose-only effect, or another doubt; inactive = no such curve, though single readings can be large; an effect the other way counts as inactive or inconclusive.
# Fields – KB-V1 MDR tox, GLP1R inv ag, GLP-1R agonist, TDP-43 yeast inh, D3 ag, PTHR1 ag, aSyn rescue, GLP1R cytotox, D3 antag
COc1ccc2cc(C3OCCO3)c(Cl)nc2c1
    6%, 4%[0.307 µM], 11%, 19%, 2, -23%, 5%, -2%[0.307 µM], 16
COC(=O)CCC(=O)NNC(=O)c1cccc(Cl)c1
    1%, 0%, -11%, -25%, 0, i, -7%, -6%, -16
CCCCCCNC(=O)OC12CN(C(=O)OC(C)C)N(C(=O)OC(C)C)CC1(O)CN(S(=O)(=O)c1ccc(C)cc1)C2 (stereo not given)
    -10%, ?, 4%, 0%, 4, -60%[inhibitor], 2%, -29%, 34
CCn1cc(C(=O)NCc2ccc(OC)cc2)c(=O)c2ccc(C)nc21
    ?, 10%, -2%, 0%, -10, -21%, -3%, -3%, -7
CC(C)(C)c1ccccc1NC(=O)CN1C(=O)NC(Cc2ccccc2)C1=O (stereo not given)
    -27%, -12%, -4%, -16%, 0, -13%, -1%, 5%, 2
CC(C)(O)P(=O)(O)CCc1ccccc1
    29%, 8%, 1%, -15%, -8, -18%, -2%, 17%, -10
Cc1ccc(-c2nc(SCc3ccc(Br)cc3)n3[nH]c(=O)cc3n2)cc1
    ., 5%, ., 23%, 12, 20%, ., 0%, .
COc1cc(C(C[N+](=O)[O-])c2c(C)cc3ccccn23)ccc1O (stereo not given)
    ?, ?, 9%, -1%, 1, -38%[inhibitor], 1%, ?, 4
CCOC(=O)c1sc(NC(=O)CSC(=S)N2CCOCC2)nc1C
    -21%, 38%[activator], 24%, 6%, 4, 22%, -1%, -1%, -1
CC1(C)SC2C(C(=O)O)N=C(Cc3ccccc3)N2C1C(=O)O (stereo not given)
    0%, -14%, 0%, -10%, -16, -3%, -1%, -7%, -12
CC(C)(C)OC(=O)N1CCC(c2c(C(=O)N3CCN(C(=O)c4ccco4)CC3)cnn2-c2cccc(F)c2)CC1
    -5%, 0%, ., -21%, -6, -2%, ., -4%, .
Cn1c(N)c(C(=O)COC(=O)CCCOc2ccc(Cl)cc2Cl)c(=O)n(C)c1=O
    0%, 12%, 11%, 9%, 1, i, 13%, -3%, 11
COc1ccc(NC(C)=O)cc1NC(=O)CSc1nnc(C2CCCCC2)n1N
    ?, 12%, 0%, 18%, -11, -18%, 0%, 0%, -1
O=C(c1cccnc1)N1CCN(CCCc2ccccc2)CC1
    0%, -11%, 1%, -11%, 52*, -4%[57.5 µM], 2%, -28%, 5
C[C@H]1CN([C@@H](C)CO)C(=O)c2cccc(NS(=O)(=O)c3ccc(F)cc3)c2O[C@H]1CN(C)S(=O)(=O)c1cn(C)cn1
    0%, 18%, -2%, 10%, 1, -11%, 4%, -1%, 0
CCNC(=S)Nc1cccc(NC(=O)c2ccccc2O)c1
    8%, 9%, 0%, 13%, 2, i, 0%, 1%, -10
O=S(=O)(Nc1ccc2c3c(cccc13)CC2)c1ccc(F)cc1
    ?, ?, 12%, ?, 4, -11%, ?, -4%, 0
CCn1c(COc2ccccc2C)nnc1SCC(=O)O
    ?, 0%, 1%, 21%, 0, -30%[inhibitor], 0%, -10%, 7
N/C(CC(=O)Nc1ccc(F)cc1)=N\O
    -6%, -9%, -10%, 0%, 4, i, 1%, 9%, 5
O=C(NN=Cc1c(F)cccc1F)c1ccccc1NS(=O)(=O)c1cccs1
    ., -10%, 2%, -7%, -22, -32%, -8%, -7%, -5
CC(=O)C(C(C)=O)C(c1ccccc1)c1nc2ccccc2[nH]c1=O (stereo not given)
    27%, 15%, -3%, -5%, 22, -16%, -1%, -12%, -13
COc1ccc(NC(=O)CCn2nc(-c3ccc(Cl)cc3)c3ccccc3c2=O)cc1
    -1%, 6%, ., 9%, -17, -20%, ., 20%, .
COc1cccc(NC(=O)CSc2nccn2Cc2ccc3c(c2)OCO3)c1
    -25%, 7%, ., ?, -9, i, ., 1%, .
N#Cc1cnn2c(-c3ccccc3)ccnc12
    -2%, 5%, 15%, 4%, 4, i, 10%, -8%, 7
CCc1ccc(S(=O)(=O)N2CCN(C(=O)C3CCN(C(C)=O)CC3)CC2)cc1
    ., -18%, -4%, -15%, 3, -19%, -6%, -6%, 7
COc1ccccc1-c1ccc(SCc2ccccc2)nn1
    ?, ?, 1%, 15%, 4, i, 1%, -2%, 2
CC(C)C(=O)Nc1nnc(CSCc2ccccc2F)s1
    18µM*, -7%, -7%, 17%, 3, 2%[57.5 µM], 2%, -11%, 9
Cc1ccc(NC(=O)Cn2c(=O)n(CCCCC(=O)NCc3ccco3)c(=O)c3ccccc32)cc1
    -14%, -15%, 4%, 18%, 11, -4%[57.5 µM], 0%, ?, -16
Cn1c(=O)c2c(nc(CN3CCC(C(N)=O)CC3)n2CCc2ccccc2)n(C)c1=O
    26%, 12%, 3%, 1%, 1, i, 2%, 1%, 11
CCN(c1ccccc1)S(=O)(=O)c1ccc(Cl)c(NC(=O)COC(=O)c2ccc(O)cc2)c1
    ?, -32%, 0%, 0%, 5, -23%, 3%, -9%, 11
Cc1ccc2nc(C)cc(N3CCOCC3)c2c1
    -5%, 3%, -2%, 5%, 2, -2%[57.5 µM], 0%, -11%, 4
CCN(Cc1cc2cc(OC)ccc2[nH]c1=O)C(=O)c1ccncc1
    ?, -5%, -9%, -20%, 1, 0%[57.5 µM], 3%, -1%, 17
COc1ccc(Br)c(C(=O)NC(C)(C)CO)c1
    0%, 17%, 9%, -16%, 12, -18%, -21%, -5%, ?
Cc1cc(C(=O)CSc2ncnc3ccccc23)c(C)n1C1CC1
    -12%, 15%, 0%, 15%, 3, -40%[inhibitor], 6%, 4%, 31
CCN1CCN(C(=O)N(CC(=O)Nc2ccc(C(N)=O)cc2)S(=O)(=O)c2ccc(C)cc2)CC1
    ?, 15%, -12%, 1%, -14, -18%, -12%, 0%, -15
Cc1cccc(C(=O)Nc2ccc(C(=O)N/N=C/c3ccc(C)o3)cc2)c1
    -28%, -4%, 6%, -12%, 0, -9%, 8%, 0%, -15
CCC[n+]1c(C)sc2c(OC)ccc(OC)c21
    -1%, -14%[7.66 µM], -2%, 2%, -5, i, -1%, 0%[7.66 µM], -17
C[C@@H]1CN([C@@H](C)CO)S(=O)(=O)c2ccc(Br)cc2O[C@H]1CN(C)C(=O)C1CCOCC1
    4%, 0%, -9%, 0%, 8, -24%, -5%, -7%, 17
COc1cccc(-n2nnc3c(=O)n(CC(=O)NC4CCCC4)cnc32)c1
    ?, 0%, -13%, -18%, 1, i, 1%, 7%, 22
COc1ccc(CCNc2ncnc3onc(-c4ccc(Cl)cc4)c23)c(OC)c1
    ?, -28%, 13%, ?, 14, -35%[inhibitor], 2%, -14%, .

# Part of the list above in order of molar mass, smallest number first.
# Fields – KB-V1 MDR tox, GLP1R inv ag, GLP-1R agonist, TDP-43 yeast inh, D3 ag, PTHR1 ag, aSyn rescue, GLP1R cytotox, D3 antag
CCC[n+]1c(C)sc2c(OC)ccc(OC)c21
    -1%, -14%[7.66 µM], -2%, 2%, -5, i, -1%, 0%[7.66 µM], -17
CC(C)C(=O)Nc1nnc(CSCc2ccccc2F)s1
    18µM*, -7%, -7%, 17%, 3, 2%[57.5 µM], 2%, -11%, 9
Cc1cc(C(=O)CSc2ncnc3ccccc23)c(C)n1C1CC1
    -12%, 15%, 0%, 15%, 3, -40%[inhibitor], 6%, 4%, 31
COc1cccc(-n2nnc3c(=O)n(CC(=O)NC4CCCC4)cnc32)c1
    ?, 0%, -13%, -18%, 1, i, 1%, 7%, 22
COc1cccc(NC(=O)CSc2nccn2Cc2ccc3c(c2)OCO3)c1
    -25%, 7%, ., ?, -9, i, ., 1%, .
CCc1ccc(S(=O)(=O)N2CCN(C(=O)C3CCN(C(C)=O)CC3)CC2)cc1
    ., -18%, -4%, -15%, 3, -19%, -6%, -6%, 7
CCN1CCN(C(=O)N(CC(=O)Nc2ccc(C(N)=O)cc2)S(=O)(=O)c2ccc(C)cc2)CC1
    ?, 15%, -12%, 1%, -14, -18%, -12%, 0%, -15
Cc1ccc(NC(=O)Cn2c(=O)n(CCCCC(=O)NCc3ccco3)c(=O)c3ccccc32)cc1
    -14%, -15%, 4%, 18%, 11, -4%[57.5 µM], 0%, ?, -16

# The list continues:
# Fields – KB-V1 MDR tox, GLP1R inv ag, GLP-1R agonist, TDP-43 yeast inh, D3 ag, PTHR1 ag, aSyn rescue, GLP1R cytotox, D3 antag
CCCCN(C(=O)CN(C)CC(=O)Nc1cccc(OC)c1)c1c(N)n(CCCC)c(=O)[nH]c1=O
    14%, 14%, 1%, -7%, -6, ?, -6%, 8%, -16
COc1ccc(-n2c(C)nc3c(cnn3-c3ccc(C)c(C)c3)c2=O)cc1
    0%, -17%, 1%, ?, -1, -77%[inhibitor], 1%, 1%, ?
Cc1c(Cl)c(C(F)(F)F)nn1CC(=O)NCc1ccco1
    10%, ?, 2%, -13%, -8, i, 1%, -5%, 0
O=C(NNS(=O)(=O)c1ccccc1F)c1ccccc1-n1cccc1
    19%, 8%, -1%, 1%, -12, -12%, 1%, ?, -4
COc1ccccc1NC(=O)c1sc2nc(C)c(C(=O)Nc3ccc(C)cc3C)c(-c3ccc(C)o3)c2c1N
    15%, -7%, ., 18%, 0, i, ., 45%[activator], .
Cc1ccccc1C(=O)Nc1nc(=S)ss1
    -1%, 0%, 1%, -3%, 1, -34%[inhibitor], -33%[inhibitor], 1%, 22

# From PubChem BioAssay

# Only part of the results is shown; count on the stated rates, not on these rows.
